# Source: PubChem
# MRP1 act: MRP-1 activation | viability increase, % at 10 µM | hit rate 0.61% among 140,000 | AID 799 | H69AR cells + doxorubicin, viability rescue, CellTiter-Glo;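 active = viability gain under doxorubicin at or above a set limit, the compound median plus 3 SD, cut at about 4.7% in these data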;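 note: MRP-1 overexpressing cells given doxorubicin 25 µM after compound pretreatment; 18-22 h compound pretreatment then 72 h with doxorubicin before readout; 0% = doxorubicin-only wells and 100% = vehicle-treated cells without doxorubicin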
# HCT116 PTEN-null: suppresses growth of cells with PTEN deletion. hit rate 1.2% among 140,000. viability, % at 10 µM. AID 827. HCT116 PTEN-null viability, CellTiter-Glo, 60 h; hits give low values;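 active = viability at or below a set limit, 4 SD under the median of all tested compounds, cut at about 3.7% in these data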;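 note: PTEN knockout HCT116 line with beta catenin targeted HCT116 as companion control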
# BB579 growth dn: yeast BB579 growth reduction in restrictive medium | S. cerevisiae BB579 growth, OD615, 48 h | inhibition, % at 10 µM | hit rate 0.51% among 140,000 | AID 804;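 active = inhibition above a set limit, 3 SD over the mean compound inhibition, cut at about 44% in these data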; note: inactives centre near -24
#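 System: Saccharomyces cerevisiae DeaD strain BB579, replicative lifespan model yeast. Buffer or medium: restrictive glucose-based CSMM-D medium. Doses: one dose, 10 µM compound with 0.25% DMSO. Timing: 4 h preincubation and 48 h exposure at 30 °C. Detection: turbidity as optical density at 615 nm. Benchmarks: amphotericin B 10 µg/mL, positive.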
# HCT116 bCat-KO: beta-catenin-lacking colon tumor cell growth suppression; hit rate 1.5% among 140,000; HCT116 beta-catenin knockout viability, CellTiter-Glo, 60 h; hits give low values; viability, % at 10 µM; AID 818;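 active = viability at or under a set limit, the compound median less 4 SD, cut at about 6% in these data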;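 note: 0% = Hyamine 1622 control at 20 µM and 100% = untreated cell control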
# NPY Y2 blocker: NPY-Y2 (human) receptor antagonism; P49146; NPY-Y2 expressing cells, antagonist mode; inhibition, % at 2.7 µM; hit rate 0.99% among 140,000; AID 793; in the data active = inhibition above about 17%;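 note: 0% = vehicle with agonist challenge and 100% = reference antagonist with challenge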
# Target sequence (P49146 whole entry, looked up): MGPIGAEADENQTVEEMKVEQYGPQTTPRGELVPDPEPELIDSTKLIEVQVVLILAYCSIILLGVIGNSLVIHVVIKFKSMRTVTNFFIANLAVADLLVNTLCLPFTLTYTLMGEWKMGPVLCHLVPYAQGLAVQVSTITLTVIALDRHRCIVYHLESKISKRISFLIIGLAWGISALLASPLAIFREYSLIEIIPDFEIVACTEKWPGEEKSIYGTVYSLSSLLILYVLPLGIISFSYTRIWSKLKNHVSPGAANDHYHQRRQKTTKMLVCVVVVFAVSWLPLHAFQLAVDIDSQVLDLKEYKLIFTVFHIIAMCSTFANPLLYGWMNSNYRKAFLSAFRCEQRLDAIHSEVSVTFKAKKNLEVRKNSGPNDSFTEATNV
# GALR2 antag: antagonists of human galanin receptor 2 (GALR2); O43603; GALR2-expressing cells, antagonist mode; inhibition, % at 4 µM; hit rate 0.39% among 140,000; in the data active = inhibition above about 27%;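 note: cells stimulated with galanin 1-16 at roughly its EC80; 0% = agonist challenge control and 100% = basal control without agonist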
# Target sequence (O43603 whole entry, looked up): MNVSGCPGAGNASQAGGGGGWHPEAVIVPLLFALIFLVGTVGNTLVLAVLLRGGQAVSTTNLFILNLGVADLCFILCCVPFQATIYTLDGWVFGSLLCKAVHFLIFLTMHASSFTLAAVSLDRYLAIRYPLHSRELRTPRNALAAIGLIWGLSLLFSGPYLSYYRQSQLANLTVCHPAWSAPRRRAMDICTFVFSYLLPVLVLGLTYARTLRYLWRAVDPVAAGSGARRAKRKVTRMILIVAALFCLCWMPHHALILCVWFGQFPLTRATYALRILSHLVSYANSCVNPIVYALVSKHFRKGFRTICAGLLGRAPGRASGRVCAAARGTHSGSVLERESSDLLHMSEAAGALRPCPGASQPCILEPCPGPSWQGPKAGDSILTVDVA
# Phagocytosis inh: blocks phagocytosis by macrophages. J774A.1 macrophage IgG-bead phagocytosis, imaging. inhibition, % at 5 µM. hit rate 0.07% among 110,000. AID 1029;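 active = inhibition above the mean of the plate negative controls plus 5 SD, cut at about 13% in these data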;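 note: phagocytic index as fraction of beads internalized from green versus red external bead signal; plate controls were DMSO negative control for no effect and cytochalasin-D positive control for full effect; some results beyond the cut were filed as inactive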
# Yeast lifespan up: yeast lifespan extension | AID 775 | hit rate 0.68% among 130,000 | inhibition of the nicotinamide effect, % at 10 µM | S. cerevisiae growth with nicotinamide, OD615; deaD strain in restrictive glucose medium;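 active = inhibition above a set limit, placed 3 SD over the median of all compounds, cut at about 26% in these data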;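 note: 0% = nicotinamide-treated wells and 100% = cells grown without nicotinamide; some compounds called inactive have numbers as strong as hits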
#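 Buffer or medium: CSMM-D glucose medium, restrictive; test system: modified budding yeast, DeaD strain; compound: single dose 10 µM compound, 0.25% DMSO; schedule: culture preincubation 4 h, compound exposure 48 h, both 30 °C; detection: optical density (absorbance) at 615 nm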
# E-sel TNF inh: TNF alpha driven E-selectin expression inhibition. HUVEC TNFa-induced E-selectin immunofluorescence, high content. inhibition, % at 2 µM. hit rate 0.71% among 120,000. AID 1246;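 active = inhibition above the batch mean plus 3 SD, and confirmed as a hit on visual image review, cut at about 43% in these data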;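 note: 0% = TNF-stimulated DMSO wells and 100% = unstimulated control wells; not every result past the cut was called active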
# Measles CPE: protection of cells from measles virus | hit rate 1.5% among 140,000 | AID 841 | Measles virus-infected cells, CPE protection, absorbance | protection (pct of control), % at 4 µM; in the data active = protection mostly above about 24%, no sharp cut-off; inactive = mostly below about 26%; note: some compounds called inactive have numbers as strong as hits
# An asterisk follows results filed as active; x = no result given.
# Results follow in this order: MRP1 act	HCT116 PTEN-null	BB579 growth dn	HCT116 bCat-KO	NPY Y2 blocker	GALR2 antag	Phagocytosis inh	Yeast lifespan up	E-sel TNF inh	Measles CPE
> Cc1cccc(C)c1OCc1nc2ccccc2c(=O)n1/N=C/c1c[nH]c2ccccc12
 : -5.9	16	-13	34	-2	-10	-10	-1	11	10
> O=C(C1CCN(Cc2ccc(Cl)cc2)CC1)N1CCN(C(c2ccccc2)c2ccccc2)CC1
 : -0.4	13	-5	13	20*	2	3	-1	x	6
> CNc1ccccc1-n1ccc(-c2ccccc2)n1
 : -0.8	98	-3	96	4	23	2	-22	4	16
> c1ccc2c(N3CCCCC3)nc(N3CCCCC3)nc2c1
 : -1.0	51	16	58	23*	-4	0	-9	x	7
> Cc1nn(Cc2ccccc2)c(Cl)c1C(=O)OCc1nnc(-c2ccc(Cl)cc2)o1
 : -0.8	85	-28	94	19*	6	2	-7	x	3
> Cc1cccc(CCNC(=O)c2nnc(Cc3ccc(Cl)cc3)o2)c1
 : 0.6	95	-36	96	2	-5	x	4	-33	4
> Clc1ccc(-c2cn3cc(Br)ccc3n2)cc1Cl
 : -4.6	66	-18	71	8	20	x	-6	x	12
> CCCCC(=O)NC(=S)Nc1cccc(Cl)c1N1CCCCC1
 : -3.7	70	-47	69	1	-2	-6	29*	x	4
> CN(C)c1nc(OCCNC(=O)COc2ccc(Cl)cc2Cl)nc(N2CCOCC2)n1
 : -0.5	85	-6	86	-1	2	4	-3	-23	12
> COc1ccc(Cl)c(NC(=O)NCCN2CCN(c3ccccc3)CC2)c1
 : -0.9	90	-98	91	2	-6	-1	-3	-4	7
> COc1ccc(C(=O)CN2C(=O)c3ccccc3C2=O)c(OC)c1C
 : 0.2	93	-43	112	8	-24	2	-4	x	2
> CCSC(=Nc1ccccc1)C1=C(O)COC1=O
 : -1.0	102	-24	92	-2	6	-1	7	2	15
> O=C(CN1C(=O)CSC1=O)Nc1ccccc1F
 : 2.3	99	9	99	2	2	-2	-8	x	5
> CCN(CC)c1ncnc2ccc(Br)cc12
 : -3.6	78	-4	86	0	-4	x	-9	13	3
> CC(C)(C)c1cc(CN2CCN(CCC#N)CC2)cc(C(C)(C)C)c1O
 : -4.8	94	-20	97	7	5	0	-16	-1	5
> COc1ccccc1N1CCN(C(=O)C(Sc2ccccc2)c2ccccc2)CC1 (stereo not given)
 : -1.3	58	-5	67	10	-4	0	4	-32	17
> CC1CCCN(C(C(=O)Nc2ccc3c(c2)OCCO3)c2ccccc2)C1 (stereo not given)
 : -1.4	67	-20	76	8	-8	-2	-13	-11	1
> COc1ccc(-c2ccc(-c3nnn(CC(=O)N4CCOCC4)n3)cc2)cc1
 : -4.0	59	-50	36	-1	6	x	-16	0	16
> CNc1nc(N)c([N+](=O)[O-])c(NCCO)n1
 : -1.8	108	-4	106	1	2	x	1	x	20
> CCOC(=O)N1CCN(C(=O)CSCc2nc(-c3ccccc3C)oc2C)CC1
 : -1.1	85	-23	87	5	1	-3	-10	24	31
> CCn1c(SCC(=O)N2CCOCC2)nc2sc3c(c2c1=O)CCCC3
 : -0.8	103	-59	99	0	-17	0	-11	x	6
> COc1ccc(NC(=S)NCc2ccc(S(N)(=O)=O)cc2)c(OC)c1
 : -0.5	94	-3	100	2	2	x	-3	x	30
> Cc1ccc(N2CCN(CC3CC=CCC3)CC2)cc1 (stereo not given)
 : 0.5	106	-55	94	1	-1	0	-6	5	5
> CNC(=O)c1ccc(Nc2nnc(C)c3ccccc23)cc1
 : -0.5	99	-18	89	0	2	x	x	3	7
> Cc1ccccc1C(=O)Nc1ccccn1
 : -1.0	94	-4	93	3	-1	-1	-7	-15	11
> Cc1nn(-c2ccccn2)c2nc(-c3cccs3)cc(C(=O)N3CCOCC3)c12
 : -3.7	80	-1	98	2	6	-1	-15	-8	5
> O=C(Nc1ccccc1-c1ccccc1)c1cc(C(F)(F)F)cc(C(F)(F)F)c1
 : -1.4	91	-51	89	6	-1	-10	0	-46	13
> COc1ccc(NS(=O)(=O)c2cc(NC(=O)c3cnccn3)ccc2N2CCCC2)cc1
 : -4.1	25	-14	26	0	1	-3	5	x	7
> CCOC(=O)N1CCN(S(=O)(=O)c2ccc(C(=O)NNc3nc4c(C)cc(C)cc4s3)cc2)CC1
 : -3.1	9	35	9	-2	7	x	-1	41	5
> CCOC(=O)N1CCN(C(=O)CSCc2ccccc2Cl)CC1
 : -3.0	106	-20	94	1	-9	-5	8	x	3

# Results in BB579 growth dn, Yeast lifespan up and MRP1 act, for some of the entries so far:
Molecule,BB579 growth dn,Yeast lifespan up,MRP1 act
CCN(CC)c1ncnc2ccc(Br)cc12,-4,-9,-3.6
CNc1nc(N)c([N+](=O)[O-])c(NCCO)n1,-4,1,-1.8
COc1ccccc1N1CCN(C(=O)C(Sc2ccccc2)c2ccccc2)CC1 (stereo not given),-5,4,-1.3
CC1CCCN(C(C(=O)Nc2ccc3c(c2)OCCO3)c2ccccc2)C1 (stereo not given),-20,-13,-1.4
CCn1c(SCC(=O)N2CCOCC2)nc2sc3c(c2c1=O)CCCC3,-59,-11,-0.8

# (list continues)
# Results follow in this order: MRP1 act	HCT116 PTEN-null	BB579 growth dn	HCT116 bCat-KO	NPY Y2 blocker	GALR2 antag	Phagocytosis inh	Yeast lifespan up	E-sel TNF inh	Measles CPE
> c1ccc(CCSc2nccn2-c2ccccc2)cc1
 : 0.1	87	-62	81	3	-4	x	8	20	18
> S=C(Nc1ccccc1)Nc1nc2ccccc2n1CCOc1ccccc1
 : -6.2	1.2*	14	1.6*	5	7	-5	-9	-8	26*
> O=C(CCCN1C(=O)c2ccccc2C1=O)Nc1ccc(S(=O)(=O)N2CCCCC2)cc1
 : -1.9	103	-16	98	2	-6	-2	0	2	6
> COc1ccc(-n2c(-c3ccc(F)cc3)cnc2SCC(=O)NCc2ccco2)cc1
 : -3.8	62	-29	69	12	-9	-2	1	1	21
> COc1ccc(/C=C2\SC(=S)N(CC(=O)Nc3nnc(C)s3)C2=O)cc1
 : 1.7	105	-14	86	1	3	x	4	-3	5
> COc1cccc(C2CC(c3cccs3)=NN2C(=O)CSc2nc3c(cnn3-c3ccc(F)cc3)c(=O)[nH]2)c1OC (stereo not given)
 : -4.2	49	-29	49	-3	1	x	6	1	1
> CC(=O)c1ccc(OCCN2CCOCC2)cc1
 : -0.9	96	-28	90	3	-10	0	-1	-3	23
> CCn1c(-c2ccc(C)cc2)nn(CC(=O)NCCc2ccccc2)c1=S
 : -3.4	17	-21	16	6	5	0	-1	x	5
> COc1ccccc1N1CCN(C(=O)c2cc(N3C(=O)C4C5CCC(C5)C4C3=O)ccc2Cl)CC1 (stereo not given)
 : -1.3	85	-19	87	3	1	-4	-2	9	16
> O=C(COc1ccccc1)N1CCN(C(=O)Cc2ccccc2)CC1
 : -0.1	89	-9	91	-1	-3	0	-8	x	11
> Brc1ccc(-c2csc(N3CCc4ccccc4C3)n2)cc1
 : -0.3	103	-46	90	1	-6	x	-6	6	4
> COC(=O)c1ccc(S(=O)(=O)NNC(=O)COc2ccc(C)cc2)cc1
 : -2.3	92	-5	102	6	-1	-15	1	x	4
> COc1ccccc1NC(=O)CN1C(=O)CSC(C)C1=O (stereo not given)
 : 2.7	104	-16	94	0	5	-5	-4	x	15
> CCOC(=O)c1cnc2ccc(C)cc2c1Nc1ccc(N2CCOCC2)cc1
 : -3.3	36	-37	41	1	-1	-1	-2	100*	7
> Cc1nc2ccc(-c3ccccc3)cc2o1
 : 1.3	98	-47	100	2	-1	1	-14	3	13
> CCOc1ccccc1N(CC(=O)NC1CCCCC1)C(=O)CCCC(=O)Nc1ccccn1
 : -3.3	91	-29	94	5	-3	x	-1	x	19
> O=C(Nc1cccc(-c2cn3ccccc3n2)c1)c1cnccn1
 : -0.9	90	1	97	0	10	x	-6	-3	8
> Cn1c(=O)oc2cc(S(=O)(=O)NCCc3ccccc3)ccc21
 : -2.4	82	-34	85	7	-4	-1	-5	-36	16
> O=C(Nc1ccc(NC(=O)C2CC2)nc1)c1cccnc1
 : -0.1	97	9	101	-1	12	-2	3	-76	3
> CC(=O)Nc1ccc(OCC(O)CNC2CCCC2)cc1 (stereo not given)
 : -2.4	84	-38	84	1	6	-1	-6	-49	12
> COc1ccc(-c2nnc(NC(=O)c3ccc(S(=O)(=O)N4CCCc5ccccc54)cc3)o2)cc1
 : -3.9	15	-32	14	3	-10	0	-3	-35	16
> CCCn1c(Nc2nc3ccccc3n2C)nc2ccccc21
 : -6.0	2.0*	90*	2.2*	2	10	-4	-30	34	2
> Cc1ccsc1/C=N/NC(=O)CSCc1ccc(Cl)cc1
 : 1.7	97	-3	96	8	-13	1	-7	7	7
> COc1ccc(-c2csc(-n3ncc(-c4cccs4)c3N)n2)cc1
 : -0.5	91	-48	100	0	-7	2	-8	19	5
> Cn1nnnc1SCCNCc1ccncc1
 : 0.1	94	-42	89	1	2	-3	-3	-11	27
> O=C(O)CCCC(=O)Nc1ccccc1C(=O)N1CCCC1
 : -0.2	104	-23	104	3	-10	-2	6	6	10
> Cc1cc(Cl)c(S(=O)(=O)N2CC(C)OC(C)C2)cc1OCC(N)=O (stereo not given)
 : -0.9	100	-30	97	0	-4	-1	-12	-30	16
> Cc1[nH]nc(-c2ccc(OCc3cnn(-c4ccccc4)c3)cc2O)c1Oc1ccc(Cl)cc1
 : -5.0	16	-55	13	-2	-3	-1	-1	-22	16
> COCCN1C(=O)c2ccccc2C(C(=O)NCCCN2CCCC2=O)C1c1c[nH]c2ccccc12 (stereo not given)
 : -3.8	91	-33	94	1	-5	x	1	-30	20
> Cc1cc(C)n(C(=O)CCCC(=O)n2nc(C)cc2C)n1
 : 0.9	102	-20	103	0	6	1	-10	-39	14

# E-sel TNF inh: entries above that show a hit
compound	BB579 growth dn	NPY Y2 blocker	GALR2 antag	Phagocytosis inh	Yeast lifespan up	E-sel TNF inh	Measles CPE
CCOC(=O)c1cnc2ccc(C)cc2c1Nc1ccc(N2CCOCC2)cc1	-37	1	-1	-1	-2	100*	7

# Some of the entries above, set out differently.
O=C(Nc1ccc(NC(=O)C2CC2)nc1)c1cccnc1
- MRP1 act = -0.1
- HCT116 PTEN-null = 97
- BB579 growth dn = 9
- HCT116 bCat-KO = 101
- NPY Y2 blocker = -1
- GALR2 antag = 12
- Phagocytosis inh = -2
- Yeast lifespan up = 3
- E-sel TNF inh = -76
- Measles CPE = 3

O=C(CCCN1C(=O)c2ccccc2C1=O)Nc1ccc(S(=O)(=O)N2CCCCC2)cc1
- MRP1 act = -1.9
- HCT116 PTEN-null = 103
- BB579 growth dn = -16
- HCT116 bCat-KO = 98
- NPY Y2 blocker = 2
- GALR2 antag = -6
- Phagocytosis inh = -2
- Yeast lifespan up = 0
- E-sel TNF inh = 2
- Measles CPE = 6

# Rows are unselected; overall some 6.1% were active at least once.
